Screening data: PubChem BioAssay, Center for Chemical Genomics, University of Michigan
Dicer processing: inhibitors of human Dicer processing of pre-microRNA. Q9UPY3. cat-ELCCA pre-miR-21 Dicer processing, chemiluminescence; active compounds read high. z-score at 25 µM. 47,000 compounds, 6% hits. AID 1347074; in the data active = z-score above about 3, passing the limit was not always enough;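 also: plate controls were vehicle for no effect and no enzyme for full effect; higher signal means more uncleaved substrate so more Dicer inhibition; strong numbers were not always called active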
* hit, by the source's call.

Results for Cc1ccc(/C(N)=N/OC(=O)C(C)c2ccc(CC(C)C)cc2)cc1 (stereo not drawn) ?
Dicer processing: -1.9

What do the screens show for `Cc1cc(C)c(NC2=NS(=O)(=O)c3ccccc32)c(Cl)c1`?
Dicer processing: 1.5

What do the screens show for `O=C1C2ON(c3ccc(Cl)cc3)C(c3cccs3)C2C(=O)N1c1ccc(N2CCOCC2)cc1` (stereo not drawn)?
Dicer processing: -1.4

How did CN(C)/N=C(\NO)c1c(Cl)cccc1Cl do in these assays?
Dicer processing: 0.06

What do the screens show for `COCCCNC(=O)Cn1cnc2c1c(=O)n(C)c(=O)n2C`?
Dicer processing: 1.6

What do the screens show for `O=C1CSC(=Nc2cc(Cl)c(Cl)cc2Cl)N1Cc1ccccc1Cl`?
Dicer processing: -1

How did N#Cc1c(SCC(=O)c2ccc(Br)cc2)nsc1SCC(=O)c1ccc(Br)cc1 do in these assays?
Dicer processing: -0.01

How did CC(C)N1CCC(=O)N(c2ccccc2)C1=O do in these assays?
Dicer processing: -0.75

How did Cc1c(S(=O)(=O)c2ccc(Cl)cc2)cnc2cc(C3CC3)nn12 do in these assays?
Dicer processing: -0.47

Results for Cc1ccc([N+](=O)[O-])c(NC(=O)NC(=O)c2c(Cl)cccc2Cl)c1C ?
Dicer processing: -0.77

The last 6 compounds of the part before open the next one:
What do the screens show for `COCCCNC(=O)Cn1cnc2c1c(=O)n(C)c(=O)n2C`?
Dicer processing: 1.6

What do the screens show for `O=C1CSC(=Nc2cc(Cl)c(Cl)cc2Cl)N1Cc1ccccc1Cl`?
Dicer processing: -1

How did N#Cc1c(SCC(=O)c2ccc(Br)cc2)nsc1SCC(=O)c1ccc(Br)cc1 do in these assays?
Dicer processing: -0.01

How did CC(C)N1CCC(=O)N(c2ccccc2)C1=O do in these assays?
Dicer processing: -0.75

How did Cc1c(S(=O)(=O)c2ccc(Cl)cc2)cnc2cc(C3CC3)nn12 do in these assays?
Dicer processing: -0.47

Results for Cc1ccc([N+](=O)[O-])c(NC(=O)NC(=O)c2c(Cl)cccc2Cl)c1C ?
Dicer processing: -0.77

How did CC(C)OC1=NS(=O)(=O)c2ccccc21 do in these assays?
Dicer processing: 0.82

How did CCCc1[nH]nc2c1C1(CCN(C(=O)OCC)CC1)C(C#N)=C(N)O2 do in these assays?
Dicer processing: -1.5

What do the screens show for `CN1CCN(CC(O)Cn2c3ccccc3c3ccccc32)CC1` (stereo not drawn)?
Dicer processing: -0.68

What do the screens show for `Cn1c(=O)c2c(nc(SCC(=O)NC(C(=O)O)(c3ccccc3)c3ccccc3)n2C)n(C)c1=O`?
Dicer processing: 1.3

What do the screens show for `COc1cc2nc(-c3ccc(C)cc3)oc(=O)c2cc1OC`?
Dicer processing: -1.4

Results for Cn1c(-c2cc(Br)cs2)nc(=O)c2cc(Cl)ccc21 ?
Dicer processing: -2.6

Results for CN1CCN(Cc2cn[nH]c2-c2ccc(F)cc2)CC1 ?
Dicer processing: -0.76

How did COc1ccc2[nH]c(C)c(CN(C)C)c(=O)c2c1 do in these assays?
Dicer processing: 0.39

Results for CCc1ccc(C2N3CC4(C)CN2CC(C)(C3)C4)cc1 (stereo not drawn) ?
Dicer processing: 1.8

How did COc1ccc(C2c3c(oc4ccccc4c3=O)C(=O)N2c2nc(C)c(C)s2)cc1 (stereo not drawn) do in these assays?
Dicer processing: -0.19

How did CC(C)(C)OC(=O)NCCCNC(=S)Nc1ccc2c(c1)OCCO2 do in these assays?
Dicer processing: -1.6

Results for OC(c1ccccc1)C(CN1CCCCC1)CN1CCCCC1 (stereo not drawn) ?
Dicer processing: -0.53

Results for CCSc1cc(C(F)(F)F)nc2c(Br)c(C(C)(C)C)nn12 ?
Dicer processing: -0.84

Results for CSC(=Nc1ccc(C(C)C)cc1)NC#N ?
Dicer processing: 0.35

What do the screens show for `COc1ccc(OC)c(C2C3=C(CC(C)(C)CC3=O)Nc3nc(-c4cccc(C)c4)nn32)c1` (stereo not drawn)?
Dicer processing: 0.68

Results for CC1CN(/C(N)=N/S(=O)(=O)c2cc(C(F)(F)F)cc(C(F)(F)F)c2)CC(C)O1 (stereo not drawn) ?
Dicer processing: -1.4

Results for CCOC(=O)Cc1nnc2c(Nc3cccc(Br)c3)nc3nonc3n12 ?
Dicer processing: 3.1*

What do the screens show for `O=S(=O)(NCCCc1nc2ccccc2[nH]1)c1ccccc1`?
Dicer processing: -1.3

What do the screens show for `O=S(=O)(CCN1C=CC(C(F)(F)F)=NCC1)c1ccc(Cl)cc1Cl`?
Dicer processing: -0.29

Results for COCCn1c2c(c(=O)[nH]c1=O)C(c1ccc(F)cc1)C1=C(N2)c2ccccc2C1=O (stereo not drawn) ?
Dicer processing: -0.43

How did Cc1nc(SCC(=O)c2ccccc2)[nH]c(=O)c1Oc1ccc(Cl)cc1 do in these assays?
Dicer processing: 0.06

How did COc1nc(C)nc(NC(=O)Nc2sc(=S)n(C)c2C)n1 do in these assays?
Dicer processing: -0.05

How did CSc1n[nH]c(-c2ccc(C(F)(F)F)cc2)n1 do in these assays?
Dicer processing: 3.1

How did CCOC(=O)c1cnn(-c2nc(-c3ccc(Cl)cc3)cs2)c1C(F)(F)F do in these assays?
Dicer processing: 2.2

What do the screens show for `CCOC(=O)c1cnc(C(F)(F)F)nc1N/N=C\c1c(Cl)cccc1Cl`?
Dicer processing: -0.27

Results for O=C(Nc1ccccc1)Nc1cscc1S(=O)(=O)c1ccc(Cl)cc1 ?
Dicer processing: -0.89

How did CC1(C)Cc2c(c(N3CCCC3)nc3sc4c(N5CCOCC5)ncnc4c23)CO1 do in these assays?
Dicer processing: -0.03

Results for Cc1ccc2c(ccc(/C=C3\Sc4ccccc4N3C)[n+]2C)c1 ?
Dicer processing: -0.72

How did CCN1C(=O)C2(/C(=C(/O)c3ccc(C)cc3)C(=O)C(=O)N2CCCN(C)C)c2ccccc21 (stereo not drawn) do in these assays?
Dicer processing: 0.44

Results for CC(C(=O)O)c1cccc(C(=O)c2ccccc2)c1 (stereo not drawn) ?
Dicer processing: 0.17

What do the screens show for `Cc1csc(=S)n1-c1ccccc1`?
Dicer processing: 113

How did C=CCN(CC=C)Cc1c(C)[nH]c2c(C)cccc2c1=O do in these assays?
Dicer processing: 2.1

Results for Fc1ccc(Cn2nnc(-c3ccccc3Cl)n2)cc1 ?
Dicer processing: 0.18

What do the screens show for `Cc1cc(O)ccc1Nc1nc(-c2cccnc2)cs1`?
Dicer processing: 1.9

Results for C\C(=N/N=C(\N=C\N(C)C)SCc1ccc(Cl)cc1Cl)c1ccc(C)nc1 ?
Dicer processing: -3.7

How did O=C(O)C1C(c2ccccc2)C(C(=O)O)C1c1ccccc1 (stereo not drawn) do in these assays?
Dicer processing: -0.8

Results for CC(=O)/C=C(/NCCN/C(=C/C(C)=O)c1ccccc1)c1ccccc1 ?
Dicer processing: 1.5

How did CC1=CC(C)(C)Nc2ccc(OCC(=O)c3ccccc3)cc21 do in these assays?
Dicer processing: 0.25

What do the screens show for `N#Cc1cn(C2CC2)c(=O)n(Cc2ccccc2)c1=O`?
Dicer processing: 0.8

What do the screens show for `COC(=O)CCC(=O)Nc1c(C)n(C)n(-c2ccccc2)c1=O`?
Dicer processing: 1.4

Results for Clc1ccc(-c2cn3nc(-c4ccccc4)sc3n2)cc1 ?
Dicer processing: 0.42

What do the screens show for `Cc1cccc(C(=O)NCCSCc2ccc(Cl)cc2Cl)c1`?
Dicer processing: 0.12

What do the screens show for `COc1cc(C2C(C#N)=C(C)NC3=C2C(=O)CCC3)cc(Cl)c1O` (stereo not drawn)?
Dicer processing: -0.58

Results for Nc1ccc2nc(-c3ccccc3)[nH]c2c1 ?
Dicer processing: -3.4

What do the screens show for `CCOC(=O)c1cc2cc3cc(C)ccc3nc2s1`?
Dicer processing: 1.9

What do the screens show for `NC(=O)c1nn(-c2ccc(Cl)cc2)c(=O)c2ccccc12`?
Dicer processing: 1.2

Results for COC(=O)c1cc2cc(Br)ccc2c(Br)c1OC ?
Dicer processing: -1.1

How did Cc1c2n(c3ccccc13)C/C(=C\c1ccc(Cl)cc1Cl)C2=O do in these assays?
Dicer processing: 0.53

How did CN(C)CCN1C(=O)C(=O)c2ccccc21 do in these assays?
Dicer processing: -1.5

What do the screens show for `COC(=O)CSc1ccc([N+](=O)[O-])c(SCC(=O)OC)n1`?
Dicer processing: -0.81

How did COC(=O)c1ccc(CN2CCN(Cc3ccc(C(=O)OC)o3)CC2)o1 do in these assays?
Dicer processing: -1.6

Results for C=CC[N@@+]12CC[C@]34c5ccccc5N5/C=C6\C7N(/C=C(\C53)[C@@H](C[C@@H]41)/C(=C/CO)C2)c1ccccc1[C@@]71CC[N@@+]2(CC=C)C/C(=C\CO)[C@@H]6C[C@@H]12 (stereo partly drawn) ?
Dicer processing: 0.03

Results for CC(C)Nc1nc(-c2ccc(Cl)cc2)nc2ccccc12 ?
Dicer processing: 2.5

How did Nc1nonc1-c1nc2ccccc2n1CC(=O)Nc1ccccc1 do in these assays?
Dicer processing: 3

What do the screens show for `O=C1OC(Nc2ccccc2F)c2ccccc21` (stereo not drawn)?
Dicer processing: -2.4

What do the screens show for `COc1ccc(C2Oc3c(OC)cccc3C3CC(c4cc(C)ccc4O)=NN32)cc1O` (stereo not drawn)?
Dicer processing: 2.6

How did COc1ccc(OC)c(NC(=O)C(C)N2c3cccc4cccc(c34)S2(=O)=O)c1 (stereo not drawn) do in these assays?
Dicer processing: 2.1

What do the screens show for `Cn1cccc1CNCCCN1CCOCC1`?
Dicer processing: 1.3

How did CCOc1cc(C2C(C#N)=C(N)Oc3n[nH]c(C)c32)ccc1OCc1ccccc1Cl (stereo not drawn) do in these assays?
Dicer processing: -4.3

How did CCOC(=O)C(NC(=O)CC)(Nc1ccccc1OC)C(F)(F)F (stereo not drawn) do in these assays?
Dicer processing: 0.35

Results for CCOC(=O)c1ccsc1NC(=O)c1ccc(C(F)(F)F)cc1 ?
Dicer processing: 0

What do the screens show for `CC(C)(C)OC(=O)NC1CCN(C(=O)Nc2ccc(F)cc2F)CC1`?
Dicer processing: 0.45

How did COC(=O)c1c(NC(=O)c2nc3ncccn3n2)sc2c1CCCC2 do in these assays?
Dicer processing: 2.4

How did CN(CCC#N)S(=O)(=O)c1cccc2nsnc12 do in these assays?
Dicer processing: -0.46

How did C=CCOC(=O)C1=C(C)NC2=C(C(=O)CCC2)C1c1cccc(F)c1 (stereo not drawn) do in these assays?
Dicer processing: -0.43

How did COc1cccc(OC)c1CN(C)C(=O)c1cnc(OCc2ccccc2)cc1C(F)(F)F do in these assays?
Dicer processing: -1.3

How did Clc1cccc(Nc2ncc(-c3ccc4c(c3)OCCCO4)s2)c1 do in these assays?
Dicer processing: -3.6

Results for O=C1CCCc2c1cc(C(=O)O)c(=O)n2-c1ccccc1 ?
Dicer processing: 3.7*

What do the screens show for `CCn1c2ccccc2c2nc3cc4ccccc4cc3nc21`?
Dicer processing: 0.57

What do the screens show for `Cc1cc(OCC(=O)O)cc2c1C(=O)CC(C)(C)O2`?
Dicer processing: 2

What do the screens show for `O=C(COc1ccccc1SCc1ccc(Cl)cc1)NNC(=O)c1cccc(C(F)(F)F)c1`?
Dicer processing: -0.68

What do the screens show for `O=C(Oc1cc2sc(=O)oc2c2ccccc12)c1ccccc1I`?
Dicer processing: -6

How did CC(C)NCC(O)COc1cccc2[nH]ccc12 (stereo not drawn) do in these assays?
Dicer processing: 4.1

What do the screens show for `CCOC(=O)CSc1nc2ccccc2s1`?
Dicer processing: -0.48

What do the screens show for `CCCN1C(=O)c2ccccc2C(C(=O)O)C1c1ccc(OC)cc1` (stereo not drawn)?
Dicer processing: -0.12

What do the screens show for `Cc1ccc2nc(NCc3ccco3)c(C=NCc3ccco3)c(=O)n2c1`?
Dicer processing: -0.47

Results for O=C(NCC(c1ccccc1)c1c[nH]c2ccccc12)C(F)(F)F (stereo not drawn) ?
Dicer processing: -0.74

Results for O=C1C(=O)N(CCc2ccccc2)c2ccc(Cl)cc21 ?
Dicer processing: 1.3

Results for COc1ccc(-c2nc3n(n2)C(c2cccc(OC)c2OC)C2=C(CC(C)(C)CC2=O)N3)cc1 (stereo not drawn) ?
Dicer processing: 2.3

How did O=C(O)c1ccccc1C(=O)OCCO do in these assays?
Dicer processing: -0.6

Results for CCNc1nc(SCC(=O)NC(=O)NCc2ccccc2)nc2sc3c(c12)CCN(C)C3 ?
Dicer processing: 0.17

How did COC(=O)c1ccccc1CSc1nccc(C(F)(F)F)n1 do in these assays?
Dicer processing: 0.43

What do the screens show for `COC(=O)c1sc(-c2ccccc2)cc1NC(=O)C(Cl)(Cl)Cl`?
Dicer processing: 2.1

Results for COC(=O)c1scc2c(Sc3ccc(Cl)cc3)cc(C(F)(F)F)nc12 ?
Dicer processing: 0.15

What do the screens show for `C[C@H](Cc1ccccc1)Nc1ncnc2c1ncn2[C@@H]1O[C@H](CO)[C@H](O)C1O` (stereo partly drawn)?
Dicer processing: -1.2

What do the screens show for `CCC(=O)Nc1ccc2c(c1)N(CC)C(C)(C)CC2C` (stereo not drawn)?
Dicer processing: 1.4

What do the screens show for `Cc1ccccc1NC(=O)NC(=O)CC#N`?
Dicer processing: 0.09

Results for COc1ccc(-c2nc(-c3ccc(Cl)cc3)no2)cc1OC ?
Dicer processing: 8.9

How did CSC(=NS(=O)(=O)c1ccccc1)SC do in these assays?
Dicer processing: 1.1

What do the screens show for `CCOC(=O)COc1ccc2c(=O)c(Oc3ccccc3Br)coc2c1`?
Dicer processing: -0.08

Next part, overlapping the part above by 4 compounds.
What do the screens show for `Cc1ccccc1NC(=O)NC(=O)CC#N`?
Dicer processing: 0.09

Results for COc1ccc(-c2nc(-c3ccc(Cl)cc3)no2)cc1OC ?
Dicer processing: 8.9

How did CSC(=NS(=O)(=O)c1ccccc1)SC do in these assays?
Dicer processing: 1.1

What do the screens show for `CCOC(=O)COc1ccc2c(=O)c(Oc3ccccc3Br)coc2c1`?
Dicer processing: -0.08

How did c1ccc(-c2cc(Sc3nnc(-c4ccncc4)n3-c3ccccc3)n3ncnc3n2)cc1 do in these assays?
Dicer processing: 0.93

How did COCCNC(=O)c1nn2c(C(F)(F)F)cc(-c3ccc(Br)cc3)nc2c1Cl do in these assays?
Dicer processing: 0.46

How did CC(C)(C)NC(=S)Nc1ccccc1Cl do in these assays?
Dicer processing: 0.36

How did Cc1ccc2oc(=O)n(CCC(=O)O)c2c1 do in these assays?
Dicer processing: 2.6

Some of the compounds tested; rates above refer to the full screens.
